BLM inh = blocks DNA unwinding by human BLM helicase; P54132; recombinant BLM DNA unwinding, fluorescence dequenching; Potency, µM (highest dose often 56.1 µM), inactives show at the top dose activity change, negative = inhibition, most hits filed as inhibitors; 350,000 tested, 0.2% active; AID 2528;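 further: potency means the concentration at half of the fitted maximal effect; plate controls were vehicle for no effect and no enzyme for full effect; nearly all actives have a fitted effect of over 35% in size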
APEX1 inh = blocks human APE1 abasic DNA cleavage. 350,000 tested, 0.35% active. recombinant APE1, TAMRA/BHQ-2 abasic DNA cleavage fluorescence. AID 2517. Potency, µM (series often up to 65.8 µM), for the others: at the top dose activity change, negative = inhibition, hits mostly inhibitors;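 further: potency means the concentration at half of the fitted maximal effect; plate controls were vehicle for no effect and reference inhibitor for full effect; nearly all actives have a fitted effect of over 55% in size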
Target sequence (P27695 whole entry, looked up): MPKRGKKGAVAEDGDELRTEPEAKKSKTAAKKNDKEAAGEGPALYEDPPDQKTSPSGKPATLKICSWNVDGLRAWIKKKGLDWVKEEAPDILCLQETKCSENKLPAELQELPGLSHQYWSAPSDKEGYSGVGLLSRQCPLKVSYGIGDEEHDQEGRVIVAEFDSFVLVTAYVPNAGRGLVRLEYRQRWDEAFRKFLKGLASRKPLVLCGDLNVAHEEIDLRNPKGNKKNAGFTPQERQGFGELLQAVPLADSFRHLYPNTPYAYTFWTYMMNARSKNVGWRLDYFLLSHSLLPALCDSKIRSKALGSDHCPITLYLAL
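Kinetic fluorescence read (525 ex/598 em nm, three reads 60 s apart) of AP-site incision; signal = third minus first read. Enzyme 0.75 nM, dual-labelled THF duplex 50 nM, compound preincubation 15 min RT.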
POLK inh = blocks human DNA polymerase kappa activity; purified Pol kappa, fluorescent DNA synthesis assay, 10 min; Potency, µM (doses to about 107 µM), for inactives: at the top dose activity, negative = inhibition, most hits filed as inhibitors; 400,000 tested, 0.53% active; AID 588579; further: potency means the concentration at half of the fitted maximal effect; on the % scale 0 is the no-effect control and ±100 the full control effect
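Fluorescent qHTS in 1536-well format: enzyme (10 nM) and compound sat 15 min at room temperature before 50 nM substrate (final) was added. Signal taken at 0 and 10 min; no-enzyme buffer wells were negative controls.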
POLB inh = DNA polymerase beta (human) inhibition; P06746; Pol beta primer extension/strand displacement, fluorescence kinetic; Potency, µM (titrated, usually from 114 µM), inactives show at the highest dose activity change, negative = inhibition, actives largely listed as inhibitors; 340,000 tested, 1.3% active; AID 485314; further: potency means the concentration at half of the fitted maximal effect; on the % scale 0 is the no-effect control and ±100 the full control effect
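Reaction started by 50 nM substrate onto compound-treated Pol beta (10 nM, 15 min preincubation, room temperature); plates read at 0 min and 10 min. Normalized concentration-effect data fitted by four-parameter Hill equation.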
POLH inh = blocks human DNA polymerase eta activity; Potency, µM (series often up to 114 µM), for inactives: top-dose activity change, negative = inhibition, usual class: inhibitors; 390,000 tested, 1.2% active; recombinant Pol eta, fluorescent DNA replication assay; AID 588591; Q9Y253; further: potency means the concentration at half of the fitted maximal effect; on the % scale 0 is the no-effect control and ±100 the full control effect
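Pol eta (10 nM) was preincubated with compounds for 15 min at room temperature, after which fluorescent replication substrate (50 nM final) was added to start the reaction. Fluorescence was read kinetically at 0 and 10 min.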
Glioma ERSR ind = inducers of ER stress response in human glioma cells. Potency, µM, without a hit: at the top dose activation, hits mostly activators. U87-MG GRP78 promoter luciferase reporter, 16 h. AID 602332. 420,000 tested, 0.02% active; further: potency means the concentration at half of the fitted maximal effect; series mostly up to about 76 µM; % of control where 0% means no effect; nearly all actives have a fitted effect of over 35% in size
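Stably transfected U87-MG human glioma cells carrying a GRP78-based luminescent sensor were seeded at 1000 cells/well, pin-dosed with compounds and incubated 16 h. Luciferase reagent was then added, and end-point luminescence was read after 10 min at room temperature.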
Apoferritin bind = binds horse apoferritin like a general anesthetic. apoferritin/1-aminoanthracene competitive binding, fluorescence. Potency, µM (series often up to 77.5 µM), inactives show top-dose activity change, negative = displacement, hits mostly inhibitors. 350,000 tested, 0.074% active; further: potency means the concentration at half of the fitted maximal effect; on the % scale 0 is the no-effect control and ±100 the full control effect; nearly all actives have a fitted effect of over 20% in size
Target sequence (P02791 2-175 limits assumed): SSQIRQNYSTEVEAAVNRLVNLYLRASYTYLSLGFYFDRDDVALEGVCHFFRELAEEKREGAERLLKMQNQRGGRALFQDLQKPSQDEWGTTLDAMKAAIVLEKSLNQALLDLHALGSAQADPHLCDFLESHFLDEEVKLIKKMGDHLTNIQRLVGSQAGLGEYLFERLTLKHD
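In PBS, apoferritin at 10 uM is loaded with 1-AMA from a 50% saturated solution. After 10 min of compound exposure at ambient temperature, reduced 535 nm fluorescence indicates probe displacement.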
LDHA inh = inhibitors of human lactate dehydrogenase A; 480,000 tested, 0.15% active; purified LDHA, NADH/diaphorase-resazurin fluorescence; hits give low values; AID 1347041; P00338; activity change, % (values are at about 110 or 230 µM); in the data active means activity change below about -30%; inconclusive means mostly about -25% to -30%;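 further: plate controls were DMSO wells for no effect and wells without enzyme for full effect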
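Enzyme activity of human lactate dehydrogenase 5 (2 nM; 0.06 mM NADH, 0.2 mM pyruvate, 5 min, RT) is measured via a resazurin/diaphorase fluorescence readout of residual NADH.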
Pol iota inh = inhibitors of human DNA polymerase iota. 390,000 tested, 1% active. Q9UNA4. Potency, µM (doses to about 115 µM), for the others: top-dose activity, negative = inhibition, most hits filed as inhibitors. Pol iota fluorescent replication assay, 10 min; further: potency means the concentration at half of the fitted maximal effect
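Fluorescent replication assay read twice, at 0 min and 10 min after adding 50 nM (final) substrate. Enzyme (10 nM) and compounds were first incubated 15 min at room temperature; enzyme-free buffer wells were negative controls.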
* hit, by the source's call; ? = inconclusive; . = no result given; & = joins results of further samples; [ ] = another dose, or the depositor's remark. Unless noted, the call rests on the fitted dose curve; in most records, active means well fitted curve in the direction sought with a large enough effect; inconclusive means small, poorly fitted or top-dose-only effect, or another doubt; inactive means no such curve, though single readings can be large; an effect the other way counts as inactive or inconclusive. The list is partial (hit frequency here may not be typical).

SMILES	BLM inh	APEX1 inh	POLK inh	POLB inh	POLH inh	Glioma ERSR ind	Apoferritin bind	LDHA inh	Pol iota inh
CC(C)NC(=O)c1c(CSc2ccc(Cl)cc2)noc1C(=O)NCc1ccccc1	.	34%	-6%	.	-16%	-3%	.	-1	-18%
Nc1nc(NCCCN2CCOCC2)nc(Nc2cccc(Cl)c2)c1[N+](=O)[O-]	60%[activator]	-4%	-13%	3%	-2%	-4%	3%	8	14%
Cc1ccc(N2CC(C(=O)OCC(=O)Nc3cccc(Cl)c3C)CC2=O)cc1 (configuration not stated)	.	10%	-8%	.	-2%	-2%	.	-10	11%
Cc1ccc(CSCC(=O)N2CCN(c3ccc(F)cc3)CC2)cc1	-3%&-9%	9%	-10%[60.1 µM]	-11%&5%	-23%&-16%	-2%&-6%	2%&-17%	-4&0	7%&23%
CC[C@@]1(C(=O)OC)N[C@H](CN(C)S(=O)(=O)c2ccc(C(F)(F)F)cc2)[C@@H]2C(=O)N(C)C(=O)[C@@H]21	.	14%	6%	.	-19%	-2%	.	-2	26%
CCc1nn(C(C)C(=O)N(C)Cc2ccccc2)c(=O)c2cc3occc3n12 (configuration not stated)	1%	44%	1%	21%	-9%	-2%	-12%	1	-9%
O=C(NC1CCCC1)C(Cc1ccccc1)n1cccc1 (configuration not stated)	0%	-6%	-21%	9%	-5%	-2%	-1%	-3	12%
O=C(CN1C(=O)NC2(CCSC2)C1=O)NCc1ccccc1 (configuration not stated)	-2%	-1%	0%	-2%	-6%	-2%	-6%	-5	-16%
OCCNC(=S)Nc1ccc(Oc2ccccc2)cc1	0%	1%	-10%[60.1 µM]	-49%	-4%	-4%	-14%	-4	10%
CCCc1ccccc1OCCNC(=O)c1cc(=O)n(C)c(=O)n1C	-10%	-5%	-12%	-15%	-4%	-1%	-7%	-10	-11%
COC(=O)c1c(NC(=O)c2ccnn2C)sc(C)c1C	.	.	-4%	.	-5%	1%	.	-4	22%
CCC(NC(=O)c1ccccc1NC(=O)c1ccco1)C(=O)O (configuration not stated)	-2%	-2%	-2%	19%	-12%	-7%	-7%	-5	1%
Cc1ccc(C)c(S(=O)(=O)c2nnn3c2nc(N2CCCC2)c2sccc23)c1	1%	.	7%	40%	-4%	-2%	-17%	2	17%
O=C(NCC1CCCO1)/C(=C/c1cn(-c2ccccc2)nc1-c1cccnc1)NC(=O)c1ccccc1 (configuration not stated)	-7%	-7%	-5%	?	-2%	-1%	-2%	-3	26%
Cc1cccc2c1-c1sc(C(=O)Nc3ccccc3C(N)=O)cc1CO2	-6%	.	6%	20%	-5%	-2%	39%[activator]	-7	79µM*
COc1cccc(C(=O)Nc2ccc(Oc3cccc(C(F)(F)F)c3)nc2)c1	3%	?	3%	6%	-17%	-7%	?	-4	29%
C[C@H](CO)N1C[C@H](C)[C@@H](CN(C)S(C)(=O)=O)Oc2c(NC(=O)Cc3ccccc3)cccc2C1=O	.	17%	10%	.	-6%	-3%	.	3	21%
COC(=O)c1ccc2c(=O)n(Cc3ccco3)c(SCC(=O)Nc3ccc(C)c(Cl)c3)nc2c1	0%	11%	-1%	3%	-5%	-6%	-9%	-3	7%
CCOC(=O)Cc1cc(=O)n2[nH]c(-c3ccc(C)cc3)cc2n1	-18%	-10%	-38%	22µM*	?	4%	-2%	4	79µM*
CC(=O)c1c(C)[nH]c(C(=O)OCC(=O)NCCC2=CCCCC2)c1C	.	-10%	-14%	.	-8%	-3%	.	-3	1%
O=C(Nc1ccnn1C1CCN(C(=O)c2ccccc2C(F)(F)F)CC1)C1CC1	-1%	44%	-3%	13%	-8%	6%	-5%	0	9%
CCOC(=O)N1CCN(C(=O)COC(=O)Cc2ccc(Cl)cc2)CC1	-1%	22%	3%	24%	-4%	-5%	-5%	-2	60%[activator]
O=C(CN1C(=O)NC2(CCCC2)C1=O)Nc1nc2c(F)cc(F)cc2s1	.	43%[activator]	-13%	.	?	0%	.	-2	28%
COC(=O)C1=CN(C2CC2)C=C(C(=O)OC)C1c1ccccc1OC	-4%	14%	-6%	4%	-10%	-3%	.	2	7%
CC(C)NC(=S)NC(=O)/C=C/c1cccc2ccccc12	-3%	-2%	-4%	9%	-5%	0%	-10%	-11	10%

One compound at a time, from the list above. Values in the order: BLM inh, APEX1 inh, POLK inh, POLB inh, POLH inh, Glioma ERSR ind, Apoferritin bind, LDHA inh, Pol iota inh
CC(C)NC(=O)c1c(CSc2ccc(Cl)cc2)noc1C(=O)NCc1ccccc1 reads ., 34%, -6%, ., -16%, -3%, ., -1, -18%
Cc1ccc(N2CC(C(=O)OCC(=O)Nc3cccc(Cl)c3C)CC2=O)cc1 (configuration not stated) reads ., 10%, -8%, ., -2%, -2%, ., -10, 11%

Quoted from the listing:
O=C(Nc1ccnn1C1CCN(C(=O)c2ccccc2C(F)(F)F)CC1)C1CC1 @ POLH inh: -8%
COc1cccc(C(=O)Nc2ccc(Oc3cccc(C(F)(F)F)c3)nc2)c1 @ BLM inh: 3%
Cc1ccc(CSCC(=O)N2CCN(c3ccc(F)cc3)CC2)cc1 @ Apoferritin bind: 2%&-17%
O=C(NC1CCCC1)C(Cc1ccccc1)n1cccc1 (configuration not stated) @ Glioma ERSR ind: -2%

(further entries)
SMILES	BLM inh	APEX1 inh	POLK inh	POLB inh	POLH inh	Glioma ERSR ind	Apoferritin bind	LDHA inh	Pol iota inh
CCOC(=O)Cc1csc(NC(=O)CSc2nnc(-c3ccc(C)cc3)o2)n1	-7%	-3%	-13%	-2%	-12%	-2%	2%	-7	6%
CCOc1ccccc1C(=O)NCC(c1cccs1)S(=O)(=O)c1ccc(F)c(C)c1 (configuration not stated)	-8%	.	-7%[60.1 µM]	?	-5%	2%	51%[activator]	-11	-8%
Cc1ccc(S(=O)(=O)NCCC(C)C)cc1[N+](=O)[O-]	-3%	-1%	-13%	4%	-7%	-1%	-22%	-6	-13%
CCNC(=S)NNC(=O)c1cccs1	-1%	2%	-3%	7%	2%	-1%	-6%	-8	5%
CC(C)CNC(=S)N(CCCO)Cc1cc2cc3c(cc2[nH]c1=O)OCCO3	-6%	45%[activator]	-4%	0%	-6%	-1%	-13%	1	-12%
N#C/C(=C\c1ccc2c(c1)OCCO2)C(=O)NC1CCCCC1	-6%	2%	-12%	0%	3%	-1%	0%	-4	85%[activator]
Cc1c(Cl)cccc1NC(=O)CCCn1nc(C)c2sc3ccccc3c2c1=O	-7%	.	-3%	0%	-21%	?	-8%	-3	20%
CCOc1ccc(S(=O)(=O)N2CCC(C(=O)OC(C)C(=O)N(C)C3CCCCC3)CC2)cc1 (configuration not stated)	-3%	21%	1%	26%	-6%	-3%	-10%	-3	10%
COC(=O)c1c(C)oc2ccc(N(C(C)=O)S(=O)(=O)c3ccccc3)cc12	-4%	42%	-24%	10%	-3%	-7%	-7%	-3	113%[activator]
COc1ccc(OC)c(S(=O)(=O)Nc2ccc3c(c2)C(=O)OC3)c1	1%	0%	-4%	23%	-27%	-1%	3%	-10	22%
CCOC(=O)CN1NC2(CCCCCC2)NC1=S	0%	6%	-4%	16%	-9%	-1%	5%	-2	0%
COc1ccc(N(Cc2ccco2)C(=O)c2ccccc2F)cc1OC	-5%	-1%	-11%	29%	-17%	-4%	-14%	-7	6%
O=C(CSc1nncn1-c1ccccc1)Nc1ccc(F)cc1F	-5%	16%	-7%	-15%	1%	-2%	-5%	-13	25%
COc1cccc(CNC(=O)C2CCN(S(=O)(=O)N3CCC(C)CC3)CC2)c1	-1%&-3%	-20%	-6%	2%&2%	-10%&-3%	-5%&-3%	1%&8%	-2&-10	22%&-2%
Cc1nc(SCC(=O)O)c(C#N)c(-c2ccco2)c1C(=O)N(C)C	0%	5%	-6%	-12%	0%	-4%	15%	-14	-9%
CCOc1ccc(C(=O)N2CCCCC2CCN2CCOCC2)cc1 (configuration not stated)	2%	.	-2%	29%	-15%	-3%	-1%	-8	14%
O=C(N/N=C/c1coc2ccccc2c1=O)c1ccncc1	-7%	20%	2%	23%	-3%	-4%	-18%	-1	36%[activator]
O=C(CC1S/C(=N/N=C/C=C/c2ccccc2)NC1=O)Nc1ccc(Cl)c(Cl)c1 (configuration not stated)	-1%	-1%	0%	-27%	-6%	0%	-7%	-5	11%
Cc1c(C(=O)Nc2ccc(-c3nc4cc(Cl)ccc4o3)cc2)oc2ccccc12	-14%	.	-20%	-13%	-19%	-3%	6%	-2	?
CC1(c2ccccc2)NC(=O)N(CC(=O)NCC2CCCO2)C1=O (configuration not stated)	.	12%	-3%	.	-19%	-1%	.	-8	23%

Part of the list above, as comma-separated lines:
compound,BLM inh,APEX1 inh,POLK inh,POLB inh,POLH inh,Glioma ERSR ind,Apoferritin bind,LDHA inh,Pol iota inh
Nc1nc(NCCCN2CCOCC2)nc(Nc2cccc(Cl)c2)c1[N+](=O)[O-],60%[activator],-4%,-13%,3%,-2%,-4%,3%,8,14%
Cc1ccc(N2CC(C(=O)OCC(=O)Nc3cccc(Cl)c3C)CC2=O)cc1 (configuration not stated),.,10%,-8%,.,-2%,-2%,.,-10,11%
Cc1ccc(CSCC(=O)N2CCN(c3ccc(F)cc3)CC2)cc1,-3%&-9%,9%,-10%[60.1 µM],-11%&5%,-23%&-16%,-2%&-6%,2%&-17%,-4&0,7%&23%
CC[C@@]1(C(=O)OC)N[C@H](CN(C)S(=O)(=O)c2ccc(C(F)(F)F)cc2)[C@@H]2C(=O)N(C)C(=O)[C@@H]21,.,14%,6%,.,-19%,-2%,.,-2,26%
CCc1nn(C(C)C(=O)N(C)Cc2ccccc2)c(=O)c2cc3occc3n12 (configuration not stated),1%,44%,1%,21%,-9%,-2%,-12%,1,-9%
O=C(NC1CCCC1)C(Cc1ccccc1)n1cccc1 (configuration not stated),0%,-6%,-21%,9%,-5%,-2%,-1%,-3,12%
